Screening results: PubChem, several laboratories
S1P4 agonist: S1P4 receptor agonists, primary screen, cell-based | Sphingosine 1-phosphate receptor 4 (Homo sapiens), O95977 | S1P4-expressing cell line, agonist reporter assay | activation, % at 4.98 µM | hit rate 0.35% among 220,000; in the data active = activation above about 11%;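 also: 0% = DMSO vehicle and 100% = reference agonist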
Target sequence (O95977 whole entry, looked up): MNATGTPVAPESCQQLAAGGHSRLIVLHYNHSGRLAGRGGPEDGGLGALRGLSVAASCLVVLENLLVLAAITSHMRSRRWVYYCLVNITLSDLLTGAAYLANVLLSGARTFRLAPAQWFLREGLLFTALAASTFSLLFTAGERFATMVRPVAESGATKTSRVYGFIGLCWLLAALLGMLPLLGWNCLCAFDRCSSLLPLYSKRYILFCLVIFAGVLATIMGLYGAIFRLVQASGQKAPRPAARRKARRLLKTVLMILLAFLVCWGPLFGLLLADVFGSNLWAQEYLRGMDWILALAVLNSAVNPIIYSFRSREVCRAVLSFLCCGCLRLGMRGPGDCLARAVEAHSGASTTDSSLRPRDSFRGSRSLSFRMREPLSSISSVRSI
Wee1 degr inh: Wee1 degradation inhibitors, primary screen, cell-based, HeLa, Wee1K328M-luciferase, luminescence; HeLa Luc-Wee1K328M stability; 100% = proteasome inhibitor MG132 effect; reporter increase, % at 5 µM; hit rate 1.2% among 220,000;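 active = activation above the mean of all tested compounds plus 3 SD, set per screening run, cut at about 8.8% in these data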;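 also: cells exposed to compound for 20 h before luminescence read; 0% = DMSO alone and 100% = MG132 at 30 µM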
Target sequence (P30291 whole entry K328M): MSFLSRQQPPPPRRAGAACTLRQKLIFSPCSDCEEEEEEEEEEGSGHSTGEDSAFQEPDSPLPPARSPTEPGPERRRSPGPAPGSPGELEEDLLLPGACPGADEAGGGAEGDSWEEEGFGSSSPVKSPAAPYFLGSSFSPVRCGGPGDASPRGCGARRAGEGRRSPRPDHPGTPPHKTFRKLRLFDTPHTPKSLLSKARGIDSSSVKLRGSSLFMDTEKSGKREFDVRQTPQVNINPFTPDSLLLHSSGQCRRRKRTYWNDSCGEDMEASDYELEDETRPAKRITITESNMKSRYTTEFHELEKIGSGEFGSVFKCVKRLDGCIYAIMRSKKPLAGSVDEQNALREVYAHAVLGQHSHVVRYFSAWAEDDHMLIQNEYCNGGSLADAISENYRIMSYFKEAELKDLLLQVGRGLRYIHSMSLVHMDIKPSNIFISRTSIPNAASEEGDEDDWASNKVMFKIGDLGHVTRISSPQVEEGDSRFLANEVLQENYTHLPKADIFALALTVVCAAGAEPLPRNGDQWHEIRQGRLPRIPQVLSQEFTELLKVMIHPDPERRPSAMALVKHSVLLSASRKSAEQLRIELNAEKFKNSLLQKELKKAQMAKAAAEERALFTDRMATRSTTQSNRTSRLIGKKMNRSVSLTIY
NPY2 pot ag: NPY-Y2 potentiators or agonists, primary screen, cell-based; AID 1359, 2008; activation, % at 3.6 µM; cells expressing NPY-Y2, potentiator/agonist read-out; hit rate 0.45% among 220,000; in the data active = activation above about 27%;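 also: cells stimulated with NPY near EC25 plus isoproterenol at EC100; 0% = vehicle plus submaximal agonist and 100% = vehicle plus saturating agonist; some results beyond the cut were filed as inactive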
MDM2 E3 inh: MDM2-luciferase reporter signal enhancers, primary screen, MDM2 E3 ligase inhibitor project, cell-based, luminescence, 1536-well; E3 ubiquitin-protein ligase Mdm2 (Homo sapiens), Q00987; cell-based MDM2 ubiquitination luciferase reporter, 2 h; 0 = plate control, 100 = twice control, blank-subtracted; signal enhancement, % at 5 µM; hit rate 0.11% among 210,000; AID 1230, 2008;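 active = signal enhancement of 30% or more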;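 also: luminescence tracks abundance of the self-degrading MDM2-luciferase fusion protein; higher signal means inhibition of MDM2 E3 ligase activity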
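Timing – 2 h compound exposure at 37 °C · Assay system – mammalian cells stably expressing self-ubiquitinating, self-degrading MDM2 E3–luciferase fusion · Amount – 2000 cells seeded into each well · Measure – % luminescence enhancement versus blank-corrected plate control mean · Measured by – SteadyLite luminescence, 15 min reagent step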
PERK inhibitor: block of dimerizer-induced PERK translation repression, primary screen, PERK inhibitor project, CHO PERK-DD cells, SEAP luminescence, HTS; CHO PERK-DD fusion, SEAP luminescence translation reporter; inhibition, % at 5.6 µM; hit rate 0.17% among 220,000; AID 1416, 2008;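 active = inhibition above the mean inhibition of all tested compounds plus 3 SD, set separately per screening campaign, cut at about 2.9% in these data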;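 also: PERK kinase domain activated by AP20187 dimerizer at 100 nM; 0% = DMSO with dimerizer and 100% = rapamycin at 8.4 µM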
BaF3 tox: parental Ba/F3 cell viability inhibition, counter-screen for JAK2V617F inhibitor project, murine pro-B, CellTiter-Glo luminescence | hit rate 1.1% among 220,000 | CellTiter-Glo ATP luminescence | inhibition, % at 5.6 µM;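 active = inhibition above a per-campaign cutoff, the mean inhibition of all tested compounds plus 3 SD, cut at about 27% in these data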;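 also: 0% = DMSO wells and 100% = JAK Inhibitor I control wells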
S1P4 antagonist: S1P4 receptor antagonists, primary screen, cell-based; inhibition, % at 4.98 µM; hit rate 0.26% among 220,000; S1P4-expressing cells, antagonist mode, reporter read-out; Sphingosine 1-phosphate receptor 4 (Homo sapiens), O95977; in the data active = inhibition above about 29%;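 also: 0% = wells stimulated with agonist and 100% = vehicle wells without agonist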
Ba/F3 V617F tox: reduced viability of JAK2V617F-dependent Ba/F3 cells, primary screen, JAK2V617F inhibitor project, cell-based, Ba/F3 EpoR-JAK2V617F, luminescence | hit rate 1.1% among 220,000 | inhibition, % at 5.6 µM | ATP luminescence;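 active = inhibition above the campaign mean plus 3 SD over all tested compounds, cut at about 24% in these data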;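 also: cytokine-independent growth of Ba/F3 cells driven by EpoR plus mutant JAK2; 0% = DMSO-treated cells and 100% = JAK inhibitor I control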
eIF4E-4G inh: eIF4E–eIF4G protein interaction inhibitors, primary screen, biochemical, uHTS, TR-FRET, eIF4GI fragment | Eukaryotic translation initiation factor 4E (Mus musculus) + Eukaryotic translation … | TR-FRET eIF4E-eIF4GI(517-606) binding, 2 h | inhibition, % at 21.7 µM | hit rate 0.37% among 220,000;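 active = inhibition above about 30%, limit read from the data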;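 also: 0% = full FRET control wells and 100% = background wells lacking eIF4GI fragment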
* marks the source's active call; other numbers are inactive results; [ ] = another dose, or the depositor's remark.

`COc1ccc(NS(=O)(=O)c2cc(NC(=O)C3CC3)ccc2N2CCCCC2)cc1` gave S1P4 agonist 0.6, Wee1 degr inh 4, NPY2 pot ag 3, MDM2 E3 inh 1, PERK inhibitor 0.3, BaF3 tox 7, S1P4 antagonist -14, Ba/F3 V617F tox 4 and eIF4E-4G inh 1.
For Cc1cccc(C)c1NC(=O)CN(C)C(=O)/C=C/c1cccs1 the results were S1P4 agonist 1.1, Wee1 degr inh 0, NPY2 pot ag -4, MDM2 E3 inh -1, PERK inhibitor 0.2, BaF3 tox 5, S1P4 antagonist 3, Ba/F3 V617F tox 0 and eIF4E-4G inh -2.
COc1ccc(OC)c(-c2cc(C(=O)NCCN3CCOCC3)no2)c1 was read as S1P4 agonist 0.9, Wee1 degr inh -1, NPY2 pot ag -14, MDM2 E3 inh 0, PERK inhibitor -0.4, BaF3 tox 1, S1P4 antagonist -3, Ba/F3 V617F tox -1 and eIF4E-4G inh 5.
CC1CCCC(NC(=O)c2ccc3c(c2)N(Cc2ccccc2)C(=O)CS3=O)C1C (stereo not drawn) was read as S1P4 agonist -0.1, Wee1 degr inh -2, NPY2 pot ag 20, MDM2 E3 inh -10, PERK inhibitor 0.6, BaF3 tox 1, S1P4 antagonist 0, Ba/F3 V617F tox -6 and eIF4E-4G inh 2.
`C=CCN(c1ccc(C(=O)Nc2ccc3c(c2)OCO3)cc1)S(C)(=O)=O` gave S1P4 agonist 1.8, Wee1 degr inh 0, NPY2 pot ag -10, MDM2 E3 inh -14, PERK inhibitor -0.6, BaF3 tox 4, S1P4 antagonist 0, Ba/F3 V617F tox 1 and eIF4E-4G inh -3.
For Cc1cc(C(=O)N2CCCC(CNS(=O)(=O)c3cccs3)C2)nn1C (stereo not drawn) the results were S1P4 agonist 1.1, Wee1 degr inh 0, NPY2 pot ag 7, MDM2 E3 inh 1, PERK inhibitor 0.2, BaF3 tox 2, S1P4 antagonist 4, Ba/F3 V617F tox -2 and eIF4E-4G inh 2.
Screening N/C(=N\OC(=O)CCN1C(=O)c2ccccc2C1=O)c1ccccn1 returned S1P4 agonist 2.2, Wee1 degr inh 0, NPY2 pot ag -12, MDM2 E3 inh -3, PERK inhibitor 1.3, BaF3 tox 3, S1P4 antagonist -6, Ba/F3 V617F tox -1 and eIF4E-4G inh -2.
For Cn1nc(C(=O)N2CCOCC2)c([N+](=O)[O-])c1C(=O)N1CCOCC1 the results were S1P4 agonist -0.3, Wee1 degr inh 0, NPY2 pot ag -2, MDM2 E3 inh -17, PERK inhibitor 0.0, BaF3 tox 2, S1P4 antagonist -9, Ba/F3 V617F tox -4 and eIF4E-4G inh -3.
Screening COC(=O)c1[nH]c(=O)c2ccccc2c1OCc1ccccc1 returned S1P4 agonist 1.0, Wee1 degr inh -2, NPY2 pot ag 8, MDM2 E3 inh 0, PERK inhibitor 0.3, BaF3 tox 5, S1P4 antagonist -18, Ba/F3 V617F tox -3 and eIF4E-4G inh 0.
For c1ccc(N2CCN(c3nc4cc5c(cc4s3)OCCO5)CC2)cc1 the results were S1P4 agonist 2.2, Wee1 degr inh 7, NPY2 pot ag 19, MDM2 E3 inh -23, PERK inhibitor 0.6, BaF3 tox -1, S1P4 antagonist -3, Ba/F3 V617F tox -4 and eIF4E-4G inh -15.
Screening COC(=O)c1ccc(NC(=S)NC2CCCCC2)cc1 returned S1P4 agonist -0.7, Wee1 degr inh 0, NPY2 pot ag 8, MDM2 E3 inh 2, PERK inhibitor 1.1, BaF3 tox 7, S1P4 antagonist -3, Ba/F3 V617F tox 1 and eIF4E-4G inh 2.
COc1ccc(-c2nn(-c3ccccc3)cc2/C=N/NC(=O)c2cccc(S(=O)(=O)Nc3ccccc3Cl)c2)cc1 was read as S1P4 agonist 1.6, Wee1 degr inh 0, NPY2 pot ag 0, MDM2 E3 inh -1, PERK inhibitor -0.8, BaF3 tox 1, S1P4 antagonist 3, Ba/F3 V617F tox -2 and eIF4E-4G inh -3[fluorescence artefact?].
Screening O=C(COC(=O)CCC1CCCC1)Nc1ccc(Cl)cn1 returned S1P4 agonist -0.3, Wee1 degr inh 1, NPY2 pot ag -18, MDM2 E3 inh -15, PERK inhibitor 0.3, BaF3 tox 5, S1P4 antagonist -14, Ba/F3 V617F tox 3 and eIF4E-4G inh 4.
For Cc1ccn2c(CN(C)CCn3nc(C)cc3C)c(C(=O)N3CCCCCC3)nc2c1 the results were S1P4 agonist 0.4, Wee1 degr inh 6, NPY2 pot ag -5, MDM2 E3 inh -16, PERK inhibitor 1.1, BaF3 tox 0, S1P4 antagonist -11, Ba/F3 V617F tox -3 and eIF4E-4G inh 0.
`COc1ccc(CC(=O)NNC(=S)Nc2ccccc2)cc1Br` gave S1P4 agonist -3.6, Wee1 degr inh 2, NPY2 pot ag 5, MDM2 E3 inh -13, PERK inhibitor 1.1, BaF3 tox 0, S1P4 antagonist 0, Ba/F3 V617F tox 5 and eIF4E-4G inh 1.
For Clc1cccc(N2CCN(CCNc3nc4ccccc4n4cnnc34)CC2)c1 the results were S1P4 agonist 0.9, Wee1 degr inh -2, NPY2 pot ag 2, MDM2 E3 inh -9, PERK inhibitor 0.6, BaF3 tox 8, S1P4 antagonist -10, Ba/F3 V617F tox -3 and eIF4E-4G inh 6.
Screening COc1ccc(CCNC(=O)CC(c2ccccc2)c2cccc(C)c2O)cc1OC (stereo not drawn) returned S1P4 agonist 0.5, Wee1 degr inh 3, NPY2 pot ag 4, PERK inhibitor -0.3, BaF3 tox 6, S1P4 antagonist -1, Ba/F3 V617F tox -2 and eIF4E-4G inh 4.
Screening Nc1c(-c2ccc(Cl)cc2)nnn1-c1ccccc1 returned S1P4 agonist 0.3, Wee1 degr inh 0, NPY2 pot ag 6, MDM2 E3 inh -14, PERK inhibitor 0.5, BaF3 tox 3, S1P4 antagonist -12, Ba/F3 V617F tox -1 and eIF4E-4G inh 1.
Screening Cc1cccc(OCCC(=O)Nc2ccc(F)c(F)c2)c1 returned S1P4 agonist 0.3, Wee1 degr inh -3, NPY2 pot ag 2, MDM2 E3 inh 2, PERK inhibitor 0.8, BaF3 tox 6, S1P4 antagonist -9, Ba/F3 V617F tox -2 and eIF4E-4G inh -1.
Cn1c(N)c(C(=O)COC(=O)CC2CC3CCC2C3)c(=O)n(C)c1=O (stereo not drawn) was read as S1P4 agonist 0.1, Wee1 degr inh -2, NPY2 pot ag 1, MDM2 E3 inh -14, PERK inhibitor -0.7, BaF3 tox 60*, S1P4 antagonist -7, Ba/F3 V617F tox -1 and eIF4E-4G inh -1.

Sorted by SMILES length (smallest number first): 3 of the compounds above
Screening COC(=O)c1ccc(NC(=S)NC2CCCCC2)cc1 returned S1P4 agonist -0.7, Wee1 degr inh 0, NPY2 pot ag 8, MDM2 E3 inh 2, PERK inhibitor 1.1, BaF3 tox 7, S1P4 antagonist -3, Ba/F3 V617F tox 1 and eIF4E-4G inh 2.
Screening Cc1cccc(OCCC(=O)Nc2ccc(F)c(F)c2)c1 returned S1P4 agonist 0.3, Wee1 degr inh -3, NPY2 pot ag 2, MDM2 E3 inh 2, PERK inhibitor 0.8, BaF3 tox 6, S1P4 antagonist -9, Ba/F3 V617F tox -2 and eIF4E-4G inh -1.
For Clc1cccc(N2CCN(CCNc3nc4ccccc4n4cnnc34)CC2)c1 the results were S1P4 agonist 0.9, Wee1 degr inh -2, NPY2 pot ag 2, MDM2 E3 inh -9, PERK inhibitor 0.6, BaF3 tox 8, S1P4 antagonist -10, Ba/F3 V617F tox -3 and eIF4E-4G inh 6.

Next section
`N#CNC(=Nc1cccc(Cl)c1)Oc1ccccc1` gave S1P4 agonist 0.5, Wee1 degr inh 1, NPY2 pot ag -9, MDM2 E3 inh -7, PERK inhibitor 0.4, BaF3 tox -3, S1P4 antagonist -4, Ba/F3 V617F tox -7 and eIF4E-4G inh -5.
Screening O=C(COc1ccc(C(=S)N2CCOCC2)cc1)N1CCCC1 returned S1P4 agonist -2.0, Wee1 degr inh -1, NPY2 pot ag 2, MDM2 E3 inh -4, PERK inhibitor 0.2, BaF3 tox -1, S1P4 antagonist -7, Ba/F3 V617F tox -5 and eIF4E-4G inh 11.
Screening OC1CCN(c2c3c(nc4cc(-c5ccc(Cl)cc5)nn24)CCC3)CC1 returned S1P4 agonist 0.7, Wee1 degr inh -1, NPY2 pot ag 11, MDM2 E3 inh 0, PERK inhibitor -0.7, BaF3 tox 1, S1P4 antagonist -14, Ba/F3 V617F tox -1 and eIF4E-4G inh -3.
`COc1ccc(C(=O)NNC(=O)C(Cc2ccc(O)cc2)NC(=O)c2ccccc2NC(=O)c2ccc(OC)cc2)cc1` (stereo not drawn) gave S1P4 agonist 1.0, Wee1 degr inh 1, NPY2 pot ag -1, MDM2 E3 inh -2, PERK inhibitor 0.2, BaF3 tox 7, S1P4 antagonist 6, Ba/F3 V617F tox 0 and eIF4E-4G inh 7[fluorescence artefact?].
Screening CC(=O)c1cc(F)c(N2CCCCCC2)cc1C returned S1P4 agonist 1.9, Wee1 degr inh 2, NPY2 pot ag -15, PERK inhibitor 0.4, BaF3 tox 4, S1P4 antagonist -10, Ba/F3 V617F tox 0 and eIF4E-4G inh -3.
`N#C/C(=C(/O)c1ccc(-c2cccc([N+](=O)[O-])c2)o1)c1nc2ccccc2s1` gave S1P4 agonist 1.2, Wee1 degr inh 2, NPY2 pot ag -14, MDM2 E3 inh -19, PERK inhibitor 1.1, BaF3 tox 12, S1P4 antagonist -8, Ba/F3 V617F tox 5 and eIF4E-4G inh 25.
`Cn1c(SCc2ccc(Cl)cc2)nnc1-c1ccc2nonc2c1` gave S1P4 agonist 0.2, Wee1 degr inh -4, NPY2 pot ag -1, MDM2 E3 inh -18, PERK inhibitor -0.9, BaF3 tox 4, S1P4 antagonist -6, Ba/F3 V617F tox 0 and eIF4E-4G inh 5.
`CC(=O)Nc1ccc(NC(=O)C(C)OC(=O)c2ccc3c(c2)OCCO3)cc1` (stereo not drawn) gave S1P4 agonist -0.3, Wee1 degr inh -3, NPY2 pot ag -24, MDM2 E3 inh -2, PERK inhibitor 1.0, BaF3 tox -2, S1P4 antagonist -1, Ba/F3 V617F tox -2 and eIF4E-4G inh -4.
Screening CCOC(=O)CCc1c(C)c2ccc(OCc3cc([N+](=O)[O-])ccc3OC)cc2oc1=O returned S1P4 agonist -1.0, Wee1 degr inh 0, NPY2 pot ag -7, MDM2 E3 inh -1, PERK inhibitor 1.4, BaF3 tox 0, S1P4 antagonist 3, Ba/F3 V617F tox -2 and eIF4E-4G inh -6.
